TLR4-MyD88 BLA: blocks binding of human TLR4 to MyD88; O00206+Q99836; HeLa CL3-4 TLR4/MyD88 BLA complementation, FRET ratio; inhibition, % at 8.4 µM; hit rate 0.18% among 200,000; AID 861; in the data active = inhibition above about 25%;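 note: 0% = vehicle and 100% = reference inhibitor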
NF-kB neuron act: NF-kB expression increase, human neuronal cells | NF-kB reporter expression; active compounds read high | fold change at 12.5 µM | hit rate 1.6% among 190,000; in the data active = fold change above about 3.3
STAT1 act: increases IFN-gamma driven STAT1 reporter signal | NIH 3T3 STAT1-luciferase reporter, luminescence; 100% = IFN-gamma alone, no compound | activation (% of control), % at 5.5 µM | hit rate 2.6% among 200,000 | AID 932;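 active = activation above the screen-wide mean activation plus 3 SD, cut at about 130% in these data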;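 note: raw ratio to IFN-gamma control signal so 100% means no change and 0% no light; values of inactives mirror those of a sister screen read the other way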
G6PDH CS: inhibits Leuconostoc G6PDH, flagging false hits in G6PDH-based assays; Purified L. mesenteroides G6PDH, diaphorase/resazurin coupled fluorescence, 45 min; inhibition, % at 5 µM; hit rate 0.12% among 200,000; in the data active = inhibition above about 50%
FLuc inhib CS: counter-screen for luciferase assay inhibitors: firefly luciferase inhibition; inhibition, % at 10 µM; P08659; hit rate 1.5% among 200,000; ATPLite firefly luciferase biochemical luminescence, 10 min;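 active = inhibition above about 50% when tested at 10 µM, limit read from the data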
Target sequence (P08659 whole entry, looked up): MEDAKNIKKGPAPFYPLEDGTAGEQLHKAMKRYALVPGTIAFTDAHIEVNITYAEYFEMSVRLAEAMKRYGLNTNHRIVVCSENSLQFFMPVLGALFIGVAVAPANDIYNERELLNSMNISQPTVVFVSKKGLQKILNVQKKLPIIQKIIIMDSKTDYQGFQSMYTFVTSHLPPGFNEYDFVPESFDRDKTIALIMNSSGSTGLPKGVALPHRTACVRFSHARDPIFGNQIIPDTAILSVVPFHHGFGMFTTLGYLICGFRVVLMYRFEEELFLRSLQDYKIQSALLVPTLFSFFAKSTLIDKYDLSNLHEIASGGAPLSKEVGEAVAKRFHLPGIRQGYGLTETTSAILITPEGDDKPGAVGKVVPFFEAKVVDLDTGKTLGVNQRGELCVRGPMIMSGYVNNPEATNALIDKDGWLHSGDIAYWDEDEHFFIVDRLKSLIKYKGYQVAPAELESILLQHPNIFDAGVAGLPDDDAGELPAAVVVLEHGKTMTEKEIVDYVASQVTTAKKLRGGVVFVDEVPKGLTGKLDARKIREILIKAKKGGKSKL
FLuc stim CS: firefly luciferase counter-screen for stimulation assays; P08659; ATPlite luciferase biochemical, luminescence, 10 min; 0 = ATP-free wells, 1 = DMSO control; activation factor at 10 µM; 200,000 tested, under 10 active;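 active = luciferase activation factor, scaled between plate controls, of at least 2 with compound at 10 µM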
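Material: Luciferase/luciferin reagent mix | Doses: Test compounds dosed from 2 mM stocks in 100% DMSO | Timing: 10 min incubation after luciferase reagent addition, room temperature | Measured by: Luminescence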
Diaph act CS: activates diaphorase or chemically reduces, flagging diaphorase assay artifacts; Diaphorase/resazurin coupled assay, resorufin fluorescence, 16 min; active compounds read high; 1 = vehicle wells, 0 = NADH-free wells; activation factor at 20 µM; hit rate 0.005% among 190,000; AID 1229;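 active = diaphorase activity raised at least twofold by the compound at 20 µM; inactive = activation factor below 2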
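Material: purified diaphorase enzyme from Clostridium kluyveri; Also added: 0.114 mM NADH and 0.1 mM resazurin, final amounts; Doses: single compound dose of 20 µM, 1% DMSO final; Times: 16 min enzyme reaction, ambient temperature; Detection: resorufin fluorescence, excitation 544 nm, emission 590 nm; Measure: increased resorufin signal from activators or reducing compounds.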
APP transl inh: APP translation inhibition; inhibition, % at 2 µM; SH-SY5Y APP 5'UTR-luciferase reporter, luminescence; hit rate 0.82% among 190,000;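 active = inhibition above a set limit, derived from the sample mean plus 3 SD, cut at about 45% in these data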; note: values of inactives mirror those of a sister screen read the other way
Diaph inh CS: diaphorase inhibition or chemical oxidation counter-screen; inhibition, % at 20 µM; diaphorase resazurin-to-resorufin fluorescence, NADH, 16 min; bacterial (C. kluyveri) enzyme, not human; hit rate 0.69% among 190,000;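 active = primary screen inhibition at 20 µM above a set limit, cut at about 50% in these data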;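 note: plate controls were DMSO with full reaction for no effect and wells lacking NADH for full effect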
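controls = No-NADH positive control and DMSO neutral control | system = Clostridium kluyveri diaphorase enzyme | timing = reaction incubation of 16 min at room temperature | signal = resorufin fluorescence 544/590 nm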
APP 5'UTR act: activates APP 5'UTR luciferase reporter; SH-SY5Y APP 5'UTR luciferase reporter, luminescence; zero percent = DMSO vehicle wells; activation, % at 2 µM; hit rate 1% among 190,000;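 active = activation above a set limit, based on mean plus 3 SD of controls, cut at about 140% in these data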; note: values of inactives mirror those of a sister screen read the other way
Numbers without * were called inactive; x = no result given. This is a random part of the collection; overall some 5.6% were active at least once.

SMILES	TLR4-MyD88 BLA	NF-kB neuron act	STAT1 act	G6PDH CS	FLuc inhib CS	FLuc stim CS	Diaph act CS	APP transl inh	Diaph inh CS	APP 5'UTR act
Cc1cc(C)nc(SC(C)C(=O)N/N=C/c2cccs2)n1 (stereo unspecified)	9	1.2	100	16	-6	1.1	0.9	-8	8	8
COC(=O)[C@H](CC(C)C)NC(=O)NCCCc1ccccc1	-4	1.3	104	-2	-5	1.1	0.9	0	8	0
O=C(NC1CCCC1)C(c1ccncc1)N(Cc1ccccc1)C(=O)c1ccc(-c2ccccc2)[nH]1 (stereo unspecified)	4	0.59	101	8	2	1	0.9	-2	10	3
O=C(NCc1ccc(F)cc1)C1(c2cccs2)CCOCC1	11	1.1	104	1	-8	1.1	0.9	10	7	-10
CCOC(=O)c1ccc2[nH]c(C)c(CCC(C)=O)c(=O)c2c1	12	1	108	11	1	1	0.9	-9	14	9
CC(C)(C)C(=O)[C@@H]1[C@@H]2C(=O)N(Cc3ccccc3)C(=O)[C@@H]2[C@H]2c3ccccc3C=CN12	4	1	94	15	-3	1	0.8	6	16	-6
COCCNS(=O)(=O)c1ccc2c(c1)C(=O)c1cc(S(=O)(=O)NCCOC)ccc1-2	-1	1.5	97	-3	-8	1.1	0.8	3	19	-3
O=C(c1cccc(C(F)(F)F)c1)N(c1ccccn1)C1CCCCC1	0	1.2	90	9	-10	1.1	0.9	5	15	-5
NC(=O)c1cnccn1	-12	1.1	109	10	-1	1	1.1	-6	-6	6
Cc1cccc(-n2c(Cc3ccccc3)nnc2SCc2ccc([N+](=O)[O-])cc2)c1	-8	1.1	95	-8	-5	1.1	0.7	-17	27	17
CCn1nc([N+](=O)[O-])c(C(C#N)c2nc3ccccc3n2C)c(Cl)c1=O (stereo unspecified)	-5	1.1	96	0	-5	1.1	0.8	9	20	-9
Cc1ccc2nc(/C(C#N)=C\c3ccc(OC(=O)c4cccs4)cc3)[nH]c2c1	18	3	107	10	-7	1.1	0.9	-18	15	18
NS(=O)(=O)c1cccnc1Nc1ccc(Cl)c(Cl)c1	-1	1.3	104	4	-1	1	0.8	18	15	-18
COc1cccc(Nc2ccccc2C(=O)O)c1	-1	1.1	100	4	0	1	0.8	-7	16	7
c1ccc2c(NCC3CCCO3)nc(-c3ccncc3)nc2c1 (stereo unspecified)	-6	0.77	102	1	-3	1	0.9	8	11	-8
Cc1cc(C)cc(-n2nnnc2SCC(=O)Nc2nc(-c3ccc(Cl)cc3)cs2)c1	1	0.93	98	-3	-8	1.1	0.9	-5	11	5
O=C(C1CCCN(S(=O)(=O)c2cccc3cccnc23)C1)N1CCN(c2ccc(F)cc2)CC1 (stereo unspecified)	3	0.56	87	8	-2	1	0.8	-9	23	9
Cc1ccc(C)c(NC(=S)NCCCN2CCOCC2)c1	-15	x	105	11	-5	1.1	1	15	4	-15
CC1(C)Oc2ccc3ccc(=O)oc3c2/C(=C/N)C1=O	-2	1.1	92	-2	-1	1	0.9	-7	12	7
Cc1c(Cl)cccc1N(Cc1ccc(C(=O)O)cc1)S(=O)(=O)c1ccccc1	15	1.3	89	4	0	1	1	-10	2	10

The final 4 records of the part before come first, to join the parts:
SMILES	TLR4-MyD88 BLA	NF-kB neuron act	STAT1 act	G6PDH CS	FLuc inhib CS	FLuc stim CS	Diaph act CS	APP transl inh	Diaph inh CS	APP 5'UTR act
O=C(C1CCCN(S(=O)(=O)c2cccc3cccnc23)C1)N1CCN(c2ccc(F)cc2)CC1 (stereo unspecified)	3	0.56	87	8	-2	1	0.8	-9	23	9
Cc1ccc(C)c(NC(=S)NCCCN2CCOCC2)c1	-15	x	105	11	-5	1.1	1	15	4	-15
CC1(C)Oc2ccc3ccc(=O)oc3c2/C(=C/N)C1=O	-2	1.1	92	-2	-1	1	0.9	-7	12	7
Cc1c(Cl)cccc1N(Cc1ccc(C(=O)O)cc1)S(=O)(=O)c1ccccc1	15	1.3	89	4	0	1	1	-10	2	10
O=S1(=O)CCC(NC(=S)SCCOc2ccccc2)C1 (stereo unspecified)	-9	1.8	87	14	-4	1	0.9	11	14	-11
O=c1c2ccccc2sc2ccc(Cl)cc12	2	1.6	116	-12	10	0.9	1.1	-17	-13	17
COCCNC(=O)[C@H]1C[C@@H]1[C@H](NP(=O)(c1ccccc1)c1ccccc1)c1ccccc1	-8	0.86	102	22	3	1	0.9	16	9	-16
O=C1OC(OC2CCCCC2)(c2ccccc2)c2ccccc21 (stereo unspecified)	-11	0.84	103	5	-8	1.1	0.9	-5	11	5
COc1cc(/C=N/NC(N)=O)ccc1OC(=O)c1ccc(C)cc1	6	1.2	107	-1	-4	1	0.8	-11	18	11
COc1cc(OC)c(N(C)C(=O)CCNC(=O)Cn2cnc3ccccc3c2=O)cc1Cl	-10	0.94	108	-3	-12	1.1	0.9	10	10	-9
O=C(Nc1cccs1)OCCN1CCN(Cc2ccccc2)CCC1=O	-3	1.1	110	8	-11	1.1	1	37	-1	-37
CC1CN(c2nn3c(=O)c4ccccc4nc3c3ccccc23)CC(C)O1 (stereo unspecified)	-8	1.2	100	-25	-1	1	0.8	-8	20	8
CS(=O)(=O)N1CCCC(C(=O)NC2CCCCCCC2)C1 (stereo unspecified)	-1	1.2	101	-8	0	1	0.9	12	13	-12
C=CCNc1nc(C2(C)CC3(CC(C)(C)OC3=O)C(=O)O2)cs1 (stereo unspecified)	6	0.9	98	0	-4	1	0.8	-2	16	2
COC(=O)Cn1c(=NC(=O)c2ccc(OC)c(OC)c2)sc2cc(OC)ccc21	-6	0.95	102	10	-6	1.1	1.1	6	-10	-6
CC(C)Cc1cc(C(=O)NCCCN2CCOCC2)no1	-6	0.99	108	9	-3	1	1.2	-17	-15	17
Brc1ccc(CSc2nnc(-c3cccnc3)o2)cc1	-6	1.1	109	3	-8	1.1	0.9	-2	7	2
Cc1c(C(C)NC(=O)Nc2ccc(F)cc2F)cnn1C (stereo unspecified)	3	1.1	112	-2	-4	1	1	-4	-1	4
COc1ccc(-c2csc3ncnc(Oc4cccc5ccc(C)nc45)c23)cc1	8	1.1	99	-8	-7	1.1	0.9	0	6	0
COc1nccnc1NS(=O)(=O)c1ccc(NC(=S)NC(=O)c2ccc(F)cc2)cc1	-13	1.1	103	5	-2	1	0.9	-9	14	9
Cc1cccn2c(=O)c3cc(C(=O)NC4CCCC4)c(=N)n(C4CCCC4)c3nc12	-17	0.95	94	-43	-6	1.1	0.9	-6	8	6
CCCOP(=O)(OCCC)C(Nc1ccc(C(=O)O)cc1)c1ccccc1 (stereo unspecified)	-6	0.99	108	20	4	1	1	-4	-1	4
NS(=O)(=O)c1ccc(N2N=C(c3ccc(Br)cc3)CC2c2ccc(F)cc2)cc1 (stereo unspecified)	-158	0.72	92	-30	-6	1.1	0.7	1	30	-1
O=C(Cn1cc([N+](=O)[O-])nc1[N+](=O)[O-])N1CCN(c2ccccc2)CC1	6	0.85	89	13	-4	1	0.9	-14	10	14
CCSc1nnc(NC(=O)c2cccnc2Cl)s1	-8	1.4	96	3	-1	1	1	6	-3	-6
COc1cc(OC)cc(-c2n[nH]c(=S)n2-c2ccc3c(c2)OCCO3)c1	20	1.3	95	7	7	0.9	0.7	-7	29	7
Cc1ccc(NC(=O)CCC(=O)NNC(=O)COc2ccccc2)c(C)c1	-11	1.1	95	-12	-8	1.1	1	-8	4	8
Cc1cccc(OCC(=O)NNC(=O)c2cccs2)c1	4	1.1	103	4	-3	1	0.8	-25	16	25
Cn1c(=O)[nH]c(=O)c2c1nc(SCCO)n2CC(O)COc1ccccc1 (stereo unspecified)	5	1.1	100	25	0	1	1	-2	4	2
CCOc1ccc(NC2C=CS(=O)(=O)C2)cc1 (stereo unspecified)	-10	1	100	-4	-5	1	0.9	-6	14	5
CSc1nnc2n(CCc3ccccc3)c(=O)c3c4c(sc3n12)CCCC4	-4	x	95	x	x	x	x	-9	x	9
CC1CCC(=C(C#N)C(=O)Nc2cccc(Cl)c2)CC1 (stereo unspecified)	3	1.1	106	6	-1	1	0.9	-7	10	7
Nc1ccccc1Nc1cc(-c2cccc(Cl)c2)nn1-c1ccccc1	-5	1.3	105	12	3	1	0.8	-12	17	12
COc1ccccc1-c1c(NC(=O)c2ccco2)n(-c2ccccc2)nc(C)c1=O	-16	1	105	2	-5	1.1	0.8	-12	16	12
CCOC(=O)c1c(C)[nH]c(C(=O)COC(=O)c2ccc(F)c(S(=O)(=O)N3CCOCC3)c2)c1C	-3	1.2	98	-46	2	1	1	-11	0	11
Cc1cc(/C=C/C(=O)O)c(C)n1-c1ccc(Cl)cc1	-5	1	99	6	2	1	0.9	7	15	-7
O=c1[nH]cc(C(F)(F)F)cc1NS(=O)(=O)c1ccccc1[N+](=O)[O-]	-6	1.1	98	2	-6	1.1	0.9	-19	6	19
CC(C)CC(=O)Nc1ccc(-c2nc3ccccc3c(=O)o2)cc1	-10	1.3	83	16	41	0.6	1.1	-7	-12	7
Cc1cccc(NC(=O)CCNC(=O)c2ccco2)c1	-3	1.2	109	4	-2	1	1.1	-3	-7	3
O=C1c2ccccc2C(=O)N1Cc1cccnc1	-5	1.1	101	8	-2	1	x	-1	x	1
O=C1C(=O)N(Cc2cccc([N+](=O)[O-])c2)c2ccccc21	3	1.8	93	9	-13	1.1	1	-1	-2	1
COc1ccccc1CNC(=O)C1CCCN(S(=O)(=O)c2c(C)[nH]c(=O)[nH]c2=O)C1 (stereo unspecified)	3	1.1	101	1	-5	1	0.9	0	14	0
Cc1ccc(C)c(NC(=S)N(Cc2ccc(Cl)cc2)Cc2ccc(C(=O)O)cc2)c1	2	0.93	95	3	-6	1.1	1	9	-3	-9
CC(C)c1ccc(NC(=O)N2CCc3ccccc3C2)cc1	-8	3	156*	8	10	0.9	1	-86	-2	86

STAT1 act: what is marked active above.
mol,TLR4-MyD88 BLA,NF-kB neuron act,STAT1 act,G6PDH CS,Diaph act CS,APP transl inh,APP 5'UTR act
CC(C)c1ccc(NC(=O)N2CCc3ccccc3C2)cc1,-8,3,156*,8,1,-86,86

The list goes on:
SMILES	TLR4-MyD88 BLA	NF-kB neuron act	STAT1 act	G6PDH CS	FLuc inhib CS	FLuc stim CS	Diaph act CS	APP transl inh	Diaph inh CS	APP 5'UTR act
COc1ccccc1/C=C/C(=O)N1CCCC1	8	1.2	111	18	6	0.9	1	14	1	-14
CC1CN(C(=O)c2ccccc2)c2ccccc2NC1=O (stereo unspecified)	-8	1.3	96	16	-6	1.1	0.8	2	18	-2
COc1cccc(OCCOc2c(OC)cccc2OC)c1	-9	1.1	100	14	-21	1.2	1	17	2	-17
O=C(CCN1C(=O)c2ccccc2S1(=O)=O)Nc1ccc2c(c1)OCCO2	3	1.2	105	7	4	1	1.1	3	-12	-3
O=C(Nc1cccc(Cl)c1)Nc1nc(-c2ccc(Cl)cc2)cs1	-1	1.2	85	2	-4	1	1	-5	-5	5
CC(NC(=O)CSc1ccccc1C(=O)O)C1CC2CCC1C2 (stereo unspecified)	6	1.1	96	3	-4	1	1	-2	3	2
COc1ccccc1N(CC(O)Cn1nc(C)cc1C)S(=O)(=O)c1ccccc1 (stereo unspecified)	-20	x	98	3	-7	1.1	1.1	1	-7	-1

Bioassay records from PubChem.
